Autofluor Jurkat – counter-screen for VLA-4 integrin: compound autofluorescence in Jurkat cells. flow cytometry; stronger effect = higher value; 1 = vehicle-only cell background. fluorescence ratio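 (tested at 10 µM compound in the well)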. 0.61% of 24,000 active;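 active = fluorescence ratio above 2.44, which is 1 plus 3 SD of all ratios; inconclusive = signal too bright to measure linearly, ratio around 10 or more; inactive = fluorescence ratio below 2.44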;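 note: green fluorescence of cells measured with 488 nm excitation and 530 nm emission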
VLA-4 agonist – allosterically activates the human VLA-4 integrin. Jurkat cells, LDV-FITC binding, flow cytometry. P13612. activation, % at 10 µM (by protocol). AID 528. 24,000 tested, under 10 active;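 active = fluorescent ligand binding to cells raised by more than 40% of the manganese-induced maximum; inconclusive = compound's own fluorescence above 85% of the ligand control signal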;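 note: 0% = ligand binding without compound and 100% = manganese-stimulated maximal binding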
Target sequence (P13612 whole entry, looked up): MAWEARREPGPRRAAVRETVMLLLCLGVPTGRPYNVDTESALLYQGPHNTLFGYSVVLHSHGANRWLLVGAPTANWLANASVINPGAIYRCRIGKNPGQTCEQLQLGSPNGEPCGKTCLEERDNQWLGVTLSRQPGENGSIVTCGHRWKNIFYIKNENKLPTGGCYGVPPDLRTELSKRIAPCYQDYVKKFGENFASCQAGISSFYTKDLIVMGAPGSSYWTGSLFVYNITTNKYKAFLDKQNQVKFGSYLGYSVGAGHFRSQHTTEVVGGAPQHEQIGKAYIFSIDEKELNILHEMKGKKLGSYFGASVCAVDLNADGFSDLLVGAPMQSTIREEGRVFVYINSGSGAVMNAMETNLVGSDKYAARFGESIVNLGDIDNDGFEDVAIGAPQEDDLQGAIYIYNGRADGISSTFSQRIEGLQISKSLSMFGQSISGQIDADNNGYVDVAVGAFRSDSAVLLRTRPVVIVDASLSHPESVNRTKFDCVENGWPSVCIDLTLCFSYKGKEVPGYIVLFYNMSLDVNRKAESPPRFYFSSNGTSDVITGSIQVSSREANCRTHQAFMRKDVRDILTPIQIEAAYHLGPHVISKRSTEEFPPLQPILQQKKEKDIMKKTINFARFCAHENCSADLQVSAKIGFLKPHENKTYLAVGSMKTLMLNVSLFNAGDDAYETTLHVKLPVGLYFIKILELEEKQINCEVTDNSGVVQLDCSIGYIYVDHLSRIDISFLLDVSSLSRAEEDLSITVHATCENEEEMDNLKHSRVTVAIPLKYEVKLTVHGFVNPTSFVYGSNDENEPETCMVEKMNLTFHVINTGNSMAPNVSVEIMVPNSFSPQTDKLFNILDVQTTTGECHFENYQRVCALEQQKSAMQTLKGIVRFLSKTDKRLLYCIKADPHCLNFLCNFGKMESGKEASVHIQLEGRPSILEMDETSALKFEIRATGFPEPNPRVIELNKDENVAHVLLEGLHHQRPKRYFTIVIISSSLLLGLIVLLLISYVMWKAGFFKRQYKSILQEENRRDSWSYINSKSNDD
VLA-4 antagonist – blocks LDV-FITC ligand binding to Mn2+-activated human VLA-4 integrin | P13612 | Jurkat cells, LDV-FITC binding with Mn2+, flow cytometry; 100% = Mn2+-driven binding gain fully reversed | inhibition, % at 10 µM (by protocol) | 0.2% of 24,000 active | AID 529;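 active = inhibition above 50%; inconclusive = compound itself fluorescent, judged against control cell fluorescence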;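 note: 0% = Mn2+ stimulated cells lacking compound and 100% = ligand binding without Mn2+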
LNCaP diff act – LNCaP prostate cell differentiation activation | flow cytometry side scatter, 4 d | side scatter shift, % at 10 µM | 0.56% of 24,000 active;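 active = side scatter shift above 30%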;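 note: androgen-responsive LNCaP prostate cancer cells in charcoal-stripped serum medium; percent of cells past a gate set so DMSO wells show 10% shift; higher shift means more granular cells and more differentiation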
* marks the source's active call; other numbers are inactive results; ? = inconclusive.

entry	compound	Autofluor Jurkat	VLA-4 agonist	VLA-4 antagonist	LNCaP diff act
1	COc1cc(-c2nc3n(n2)C(c2cccc(OC)c2OC)C2=C(CCCC2=O)N3)cc(OC)c1OC (configuration not stated)	1	-7	-25	24
2	CCOC(=O)N1CCC(NC(=O)c2ccc(CS(=O)(=O)c3ccc(OC)cc3)o2)CC1	0.96	3	-12	6
3	COc1ccccc1OCC(=O)N1CCNC1=O	1	2	-7	1
4	Cc1c(C(=O)Nc2cccc(Cl)c2)oc2ccc(S(=O)(=O)N3CCC4(CC3)OCCO4)cc12	1	-1	2	5
5	CCSc1nc2c(c(=O)n1-c1ccc(F)cc1)SCC2	1.1	-2	-8	0
6	O=C(c1ccc2snnc2c1)N1CCOCC1	1	1	4	5
7	O=C(NCc1ccc(F)cc1)c1noc2c1CCCCC2	1.1	-1	1	2
8	CCOc1cc2[nH]c(=O)n(CCCC(=O)NCc3ccco3)c(=O)c2cc1OCC	1	0	1	4
9	Cn1c(=O)c2nc(-c3ccc(Cl)cc3Cl)oc2c2ccccc21	1.1	1	-6	6
10	COc1ccc(NC(=O)C(c2ccccc2)N(C)C(=O)c2cnccn2)cc1 (configuration not stated)	1.1	2	-31	7
11	O=C(O)c1cccc(NC(=O)C23CC4CC(C2)CC(n2cnc(Cl)n2)(C4)C3)c1	0.96	1	-12	6
12	CCN1CCN(c2nc3c(C)cccn3c(=O)c2/C=C(\C#N)S(=O)(=O)c2ccccc2)CC1	1.2	?	?	5
13	c1ccc2[nH]c(CSc3nnc(-c4ccncc4)o3)nc2c1	1	-4	-15	26
14	CC(NC(=O)c1noc2c1CCCCC2)c1ccccc1 (configuration not stated)	1	-3	5	3
15	Cc1nc(C)c(C(=O)Nc2ccc(Oc3ccccc3)cc2)o1	1.1	6	-18	16
16	O=C(CSc1nnc2ncccn12)N1CCCCCC1	1	10	-16	7
17	CCOC(=O)c1cccc(NC(=O)CN(c2ccc(C)cc2)S(=O)(=O)c2c(C)noc2C)c1	1.1	-5	9	1
18	COc1cccc(OC)c1C(=O)Nc1ccc(CN2CCCCC2)cc1	1	10	-6	10
19	NC1=CC(=O)c2cccc3cccc1c23	3.5*	?	?	8
20	COc1cccc(NS(=O)(=O)c2cc(C)sc2C)c1	1.1	-3	3	11
21	Cc1cc(C(=O)NC(C)C)on1	0.97	1	-2	9
22	Cc1cc(C)c2c(n1)nn1c(NCCCN3CCOCC3)cc(C)nc21	1.1	7	-8	5
23	CCOc1ccc(CNC(=O)C(CC)n2nc(C)n3c(cc4occc43)c2=O)cc1OC (configuration not stated)	1.1	-2	-31	9
24	CC1(C)CC(=O)C2=C(C1)Nc1ccccc1NC2c1nc2ccccc2[nH]1 (configuration not stated)	0.88	12	3	14
25	COCCn1c(=O)[nH]c2cc(C(=O)N3CCN(c4ccccc4OC)CC3)ccc2c1=O	1	-5	0	5
26	CC(CCC(=O)Nc1nncs1)C(=O)O (configuration not stated)	1	6	-9	2
27	COc1ccc(/C(O)=C2/C(=O)C(=O)N(CCN(C)C)C2c2ccccn2)cc1OC (configuration not stated)	1.1	5	-8	9
28	O=C(NC1(C(F)(F)F)NC(=O)N(Cc2ccco2)C1=O)c1cccnc1 (configuration not stated)	1	9	-20	8
29	Cc1[nH]c(=O)[nH]c(=O)c1S(=O)(=O)N1CCCC(C(=O)NCCc2ccc(Cl)cc2)C1 (configuration not stated)	0.99	7	-9	4
30	Cc1ccc(S(=O)(=O)NC(CC(=O)NC2CCCC2)c2ccco2)cc1 (configuration not stated)	1	-1	6	9
31	COC(=O)Nc1nc2ccc(C(=O)c3ccccc3)cc2[nH]1	1.1	4	-16	17
32	CCOC(=O)CNC(=O)Cn1cnc2ccc(S(=O)(=O)N3CCC(C)CC3)cc2c1=O	1.1	-6	-10	9
33	CCOC(=O)Cc1csc(NC(=O)CN2C(=O)c3ccccc3S2(=O)=O)n1	1	3	-4	3
34	Cc1cccc(NC(=O)CCn2ccnc2C)c1	1.1	-1	2	10
35	C#CCSc1nnc(-c2ccccc2)c(=O)[nH]1	1.1	?	?	3
36	O=C(COc1ccc(Cl)cc1)NCc1nnc(SCC(=O)NC2CCCC2)o1	1.1	2	0	8
37	CC(C)CCNC(=O)CCS(=O)(=O)c1cccc2nonc12	1	3	-6	10
38	O=C(CSc1nnc(-c2ccccc2Cl)o1)N1CCCCC1	1.1	1	0	9
39	CCCc1c(OCCCCc2nn[nH]n2)ccc(C(C)=O)c1O	1.1	-12	0	5
40	Cc1cc(C)c(C#N)c(SCc2[nH]nc3c2C(c2ccccc2)C(C#N)=C(N)O3)n1 (configuration not stated)	1	-10	42	2
41	Cc1noc(N)c1C(=O)Nc1ccc(F)c(Cl)c1	1.2	-6	17	2
42	COC(=O)c1cc(OC)c(OCc2cc(C(=O)OC)oc2C)c(OC)c1	0.99	-4	-26	11
43	C(=N\n1cnnc1)/c1cccnc1	1.1	-2	4	8
44	CCOC(=O)c1c(C)c(C(=O)NCc2cccs2)c(C)n1CC	1.1	-2	-31	4
45	Cc1csc(SCc2nc3sc4c(c3c(=O)[nH]2)CCC4)n1	0.95	3	-8	5
46	CC1(C)Cc2c(C#N)c(N3CCCC3)nc(-c3ccco3)c2CO1	1.8	?	?	8
47	CCOC(=O)Cn1c(=N)n(CCOc2cccc(C)c2)c2ccccc21	1	5	-6	10
48	O=C1CC(c2cccc(F)c2)C2=C(CCCC2=O)N1 (configuration not stated)	1	0	-8	12
49	O=C(C1CC1c1ccccc1)N1CCN(c2cccc(Cl)c2)CC1 (configuration not stated)	1	5	1	3
50	Cc1cnc(C(=O)Nc2ccc(N3CCN(C(=O)OC(C)(C)C)CC3)cc2)cn1	1	6	-16	10
51	CSC1=NCCN1C(=O)c1c(F)cccc1Cl	1	?	?	11
52	O=C(c1coc(=O)c2ccccc12)N1CCN(Cc2ccccc2)CC1	1.1	?	?	1
53	COc1ccc(C(=O)Nc2nc(C)c(C(=O)N(C)C)s2)cc1OC	0.99	1	5	0
54	CCOC(=O)Nc1nnc(-c2ccccc2OC)s1	1.1	12	-11	9
55	CCOC(=O)CSc1nc2c(sc(=S)n2Cc2ccco2)c(=O)n1-c1ccccc1	1.1	3	-9	3
56	Cc1ccccc1CSc1nnc(Cn2c(=O)sc3ccccc32)n1C	0.88	4	-3	5

Next compounds follow:
entry	compound	Autofluor Jurkat	VLA-4 agonist	VLA-4 antagonist	LNCaP diff act
57	Cc1ccc(NC(=O)Cn2cnc3c(cnn3C(C)(C)C)c2=O)cc1	1.1	3	7	13
58	Cc1ccc(S(=O)(=O)Cc2ccc(C(=O)N3CCN(c4ccc(F)cc4)CC3)o2)cc1	1.1	-1	12	6
59	Cc1ccsc1C1CC(=O)NC2=C1C(=O)CC(C)(C)C2 (configuration not stated)	1	-4	5	15
60	COc1ccccc1C(=O)NCCn1cc(SCC(=O)Nc2nnc(C)s2)c2ccccc21	1.1	-21	12	18
61	COc1ccc(CCN2C(=O)C3C4C=CC(C4)C3C2=O)cc1OC (configuration not stated)	1.1	2	-31	8
62	COc1ccc(C2C(C(=O)Nc3cccc(C)n3)CCC(=O)N2c2ccc(OC)cc2)cc1 (configuration not stated)	1.1	0	6	12
63	O=C(Nc1ccc(Br)cc1)N1CCCCCCC1	1	-6	4	11
64	Cc1ccc(-c2nn(C)c(=O)c3ccccc23)cc1S(=O)(=O)N1CCOCC1	1	-4	-3	15
65	CCn1c(SCC(=O)Nc2ccccc2F)nc2c(c1=O)SC(C)C2 (configuration not stated)	0.98	-1	3	22
66	O=C(Nc1cccc(Cl)c1)N1CCN(Cc2ccccc2)CC1	1	-3	0	26
67	COc1cccc(C2C(C#N)=C(N)Oc3cc(C)n(Cc4ccccn4)c(=O)c32)c1OC (configuration not stated)	1	3	12	10
68	c1ccc(Cc2nnc3n2CCCCC3)cc1	0.97	2	-6	2
69	CCc1cc2c(=O)n(C(C)C(=O)OC3CCCCC3)cnc2s1 (configuration not stated)	0.95	4	-26	11
70	Cc1nnc(NC(=O)c2ccco2)s1	1	-2	0	17
71	CCn1c(N)c(C(=O)NC2CCCCC2)sc1=S	1.1	-3	-21	3
72	Cc1ccc(-n2c(Cc3cccn3C)nnc2SCC(=O)N2CCN(c3ccccc3)CC2)cc1	1.1	-7	-1	16
73	COc1ccc(Cn2nnnc2C(c2ccccc2OC)N2CCC(C(N)=O)CC2)cc1 (configuration not stated)	0.98	0	-17	11
74	O=C(Cc1ccc(-n2cccc2)cc1)NC1CCCCC1	1.3	?	?	15
75	O=C(O)c1ccc(Cl)c(NC(=O)C2CCCN2S(=O)(=O)c2cccc3nsnc23)c1 (configuration not stated)	0.98	7	10	20
76	Cn1ccnc1SCC(=O)Nc1ccc2ccccc2c1	1.1	1	-2	14
77	CC1=C(C(N)=O)C(c2cccnc2)n2nc(SCc3ccccc3Cl)nc2N1 (configuration not stated)	1	0	-14	5
78	COc1ccc(CCN2C(=O)CC(N3CCOCC3)C2=O)cc1 (configuration not stated)	1	4	-3	13
79	O=C(NCCCn1ccnc1)Nc1ccc(Cl)cc1	0.96	1	-5	5
80	CN1CCN(CCCNC(=O)c2ccc3c(c2)N(Cc2ccccc2)CCS3)CC1	0.7	2	-3	6
81	COCCN1C(=O)c2oc3ccccc3c(=O)c2C1c1cccc(O)c1 (configuration not stated)	1.1	-10	12	9
82	CCCc1[nH]nc2c1C(/C(C)=C/c1ccccc1)C(C#N)=C(N)O2 (configuration not stated)	1.1	-3	25	5
83	CC(=O)N1C(=O)C(=C2C=C(C)OC(C)=C2)c2ccccc21	1.2	0	-1	3
84	COc1ccc(C(O)C(CC(=O)NCCCOC(C)C)C(=O)NCCCOC(C)C)cc1OC (configuration not stated)	1	-3	13	2
85	Cc1cc(Nc2ccc(C(C)C)cc2)n2ncnc2n1	2	?	?	9
86	CCN(CC)S(=O)(=O)N1CCC(C(=O)NC2CCCC2)CC1	0.99	2	-43	5
87	Cc1nc2ccccc2c2oc(C(=O)N3CCN(C4CCCCC4)CC3)cc12	1.1	-3	4	10
88	COc1cccc2cc(C(C)N(CCCN3CCOCC3)C(=O)Nc3ccccc3)oc12 (configuration not stated)	0.98	-1	-9	5

An excerpt of these results, in transposed form.
[86] CCN(CC)S(=O)(=O)N1CCC(C(=O)NC2CCCC2)CC1
[85] Cc1cc(Nc2ccc(C(C)C)cc2)n2ncnc2n1
screen / no. | 86 | 85
Autofluor Jurkat | 0.99 | 2
VLA-4 agonist | 2 | ?
VLA-4 antagonist | -43 | ?
LNCaP diff act | 5 | 9

Next results:
entry	compound	Autofluor Jurkat	VLA-4 agonist	VLA-4 antagonist	LNCaP diff act
89	CN(C)/C=C1\C=C(c2ccccc2)OC1=O	1.1	2	5	9
90	CCOc1ccc(OCC)c(NC(=O)C2COc3ccccc3O2)c1 (configuration not stated)	1.1	-3	-8	12
91	O=C(NCc1ccc(F)cc1)C1CCC(=O)N1CCc1ccccc1 (configuration not stated)	1	-6	3	11
92	COc1ccccc1CN1CC(C(=O)NCc2cccnc2)CC1=O (configuration not stated)	1	1	-10	10
93	O=C(C1CCCN(Cc2cccs2)C1)N1CCCCCC1 (configuration not stated)	0.92	0	1	10
94	O=C(NCc1cccnc1)C1c2ccccc2C(=O)N1C1CCCCCC1 (configuration not stated)	1.1	?	?	4
95	Cc1nc(SCC(=O)Nc2ccccc2C(F)(F)F)c2c(=O)n(C)c(=O)n(C)c2n1	1.1	3	-9	20
96	CCOC(=O)CSC1=C(C#N)C(c2ccccc2)C(C(C)=O)=C(C)N1 (configuration not stated)	1	-4	32	13
97	CC(=O)N1CCc2cc(Br)cc(S(=O)(=O)NCCCN3CCCC(C)C3)c21 (configuration not stated)	1	?	?	5
98	CC(C)Nc1nc(-c2ccccc2)nc(-n2ccnc2)n1	1.1	-6	7	0
99	CN(C1CCCCC1)S(=O)(=O)c1ccc(S(=O)(=O)N2CCN(CCC#N)CC2)cc1	0.96	5	-9	8
100	CCC(=O)OC1(C#CCOc2ccc(OC)cc2)CCN(C)CC1	0.99	3	-25	10
101	COCCNC(=O)CCn1nc(-c2ccc(Cl)cc2)ccc1=O	1.1	0	-5	3
102	Cc1cccc(C)c1NC(=O)N1CCC(N2CCCCC2)CC1	1.1	1	0	3
103	Cc1ccc(OC(=O)CCC(=O)OCCCC(F)(F)C(F)(F)F)cc1	1	9	-24	5
104	COc1ccc(CCNC(=O)CCS(=O)(=O)c2cccc3nsnc23)cc1OC	1.1	-3	12	5
105	Cc1ccc2c(c1)N(CCC(=O)NCC1CCCO1)C(=O)CO2 (configuration not stated)	0.86	1	-21	3
106	CCOC(=O)c1c(NC(=O)c2noc3c2CCCC3)sc2c1CCCC2	1.1	-2	17	7
107	COc1ccc(C(=O)N2CCN(c3ccc(C)c(C)c3)CC2)cc1OC	0.93	-6	12	4
108	CCC(C)NC(=O)C1=C(C)C(=O)OC12CCC(C)CC2 (configuration not stated)	0.87	3	-2	3

Looked up by compound from the list above (two):
entry	compound	Autofluor Jurkat	VLA-4 agonist	VLA-4 antagonist	LNCaP diff act
108	CCC(C)NC(=O)C1=C(C)C(=O)OC12CCC(C)CC2 (configuration not stated)	0.87	3	-2	3
106	CCOC(=O)c1c(NC(=O)c2noc3c2CCCC3)sc2c1CCCC2	1.1	-2	17	7

Only part of the results is shown; the hit share may differ from the screen's.
